# NPY1 pot ag: NPY-Y1 receptor potentiators or agonists, primary screen, cell-based; NPY-Y1 expressing cells, potentiator/agonist activation; activation, % at 3.6 µM; 220,000 tested, 0.37% active; in the data active = activation above about 33%, passing the limit was not always enough;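 also: cells stimulated with NPY at EC10 then isoproterenol at EC100; 0% = low agonist plus stimulus and 100% = saturating agonist plus stimulus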
# Target sequence (P25929 whole entry, looked up): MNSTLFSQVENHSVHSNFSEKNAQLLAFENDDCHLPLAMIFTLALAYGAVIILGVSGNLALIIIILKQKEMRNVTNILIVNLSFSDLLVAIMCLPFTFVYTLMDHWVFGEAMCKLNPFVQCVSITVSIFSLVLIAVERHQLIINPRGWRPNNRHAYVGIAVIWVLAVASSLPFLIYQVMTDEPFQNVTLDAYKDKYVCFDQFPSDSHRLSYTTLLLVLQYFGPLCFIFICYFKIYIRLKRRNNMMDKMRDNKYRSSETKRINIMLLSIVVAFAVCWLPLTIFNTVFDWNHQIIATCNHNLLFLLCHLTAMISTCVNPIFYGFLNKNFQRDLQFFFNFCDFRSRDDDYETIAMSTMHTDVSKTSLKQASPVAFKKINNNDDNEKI
# NPY Y1 blocker: NPY-Y1 receptor antagonists, primary screen, cell-based; Neuropeptide Y receptor type 1 (Homo sapiens), P25929; HEK293-CNG Y1 cells, membrane potential fluorescence; NPY at EC95, then isoproterenol; inhibition, % at 3.6 µM; 200,000 tested, 1% active; AID 1040, 2008;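 active = inhibition above the campaign mean inhibition of all tested compounds plus 3 SD, cut at about 20% in these data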;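 also: 0% = DMSO wells given NPY plus isoproterenol and 100% = isoproterenol alone without NPY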
#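 Material: HEK293 Y1/CNG channel cell line | Also added: NPY (25 nM), isoproterenol (1 µM), Ro 20-1724 (25 µM) | Compound: One concentration, 3.6 µM, in 0.4% DMSO | Schedule: 3 h dye uptake, 1 h room-temperature compound, 45 min post-isoproterenol | Signal: Membrane-potential fluorescent dye readout | Read-out: % inhibition of NPY effect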
# S1P4 antag: S1P4 receptor antagonists, primary screen, cell-based | inhibition, % at 4.98 µM | 220,000 tested, 0.26% active | Sphingosine 1-phosphate receptor 4 (Homo sapiens), O95977 | S1P4-expressing cells, antagonist mode, reporter read-out; in the data active = inhibition above about 29%;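 also: 0% = wells stimulated with agonist and 100% = vehicle wells without agonist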
# p47phox inh: p47phox/p22phox peptide binding inhibitors, primary screen, biochemical, uHTS, NADPH oxidase regulatory subunit; Neutrophil cytosol factor 1 (Homo sapiens), P14598; fluorescence polarization, 2 h; inhibition, % at 24.7 µM; 220,000 tested, 0.53% active; AID 1274, 2008;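 active = inhibition above about 30%, limit read from the data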;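 also: 0% = p47phox with labelled peptide and 100% = labelled peptide alone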
# S1P4 agonist: S1P4 receptor agonists, primary screen, cell-based | 220,000 tested, 0.35% active | activation, % at 4.98 µM | S1P4-expressing cell line, agonist reporter assay | AID 1509, 2009; in the data active = activation above about 11%;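 also: 0% = DMSO vehicle and 100% = reference agonist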
# NPY2 pot ag: NPY-Y2 potentiators or agonists, primary screen, cell-based. Neuropeptide Y receptor type 2 (Homo sapiens), P49146. AID 1359, 2008. 220,000 tested, 0.45% active. activation, % at 3.6 µM. cells expressing NPY-Y2, potentiator/agonist read-out; in the data active = activation above about 27%;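 also: cells stimulated with NPY near EC25 plus isoproterenol at EC100; 0% = vehicle plus submaximal agonist and 100% = vehicle plus saturating agonist; some results beyond the cut were filed as inactive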
# Target sequence (P49146 whole entry, looked up): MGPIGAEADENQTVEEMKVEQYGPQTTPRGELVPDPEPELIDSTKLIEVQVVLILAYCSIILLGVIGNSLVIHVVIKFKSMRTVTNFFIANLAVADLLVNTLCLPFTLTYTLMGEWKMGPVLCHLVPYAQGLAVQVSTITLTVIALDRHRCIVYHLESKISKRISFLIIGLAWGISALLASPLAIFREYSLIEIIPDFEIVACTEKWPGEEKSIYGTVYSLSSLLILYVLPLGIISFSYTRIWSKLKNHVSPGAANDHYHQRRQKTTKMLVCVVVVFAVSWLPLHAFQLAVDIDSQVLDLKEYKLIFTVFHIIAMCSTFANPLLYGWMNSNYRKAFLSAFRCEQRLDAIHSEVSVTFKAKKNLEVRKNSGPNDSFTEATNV
# Ba/F3 V617F tox: reduced viability of JAK2V617F-dependent Ba/F3 cells, primary screen, JAK2V617F inhibitor project, cell-based, Ba/F3 EpoR-JAK2V617F, luminescence; ATP luminescence; inhibition, % at 5.6 µM; 220,000 tested, 1.1% active; AID 1446, 2008;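 active = inhibition above the campaign mean plus 3 SD over all tested compounds, cut at about 24% in these data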;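 also: cytokine-independent growth of Ba/F3 cells driven by EpoR plus mutant JAK2; 0% = DMSO-treated cells and 100% = JAK inhibitor I control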
# CHOP inhibitor: inhibitors of CHOP promoter induction, primary screen, cell-based, unfolded protein response, luciferase reporter; CHO-K1 CHOP-promoter luciferase, tunicamycin-induced, 15-18 h; inhibition, % at 10 µM; 220,000 tested, 3.8% active; AID 2732, 2010;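 active = compounds that reduced the stress-induced luciferase reporter signal by more than about 70% of percent inhibition, limit read from the data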;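 also: 0% = tunicamycin plus vehicle and 100% = wells without tunicamycin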
# BaF3 parental: parental Ba/F3 cell viability inhibition, counter-screen for JAK2V617F inhibitor project, murine pro-B, CellTiter-Glo luminescence. CellTiter-Glo ATP luminescence. inhibition, % at 5.6 µM. 220,000 tested, 1.1% active;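 active = inhibition above a per-campaign cutoff, the mean inhibition of all tested compounds plus 3 SD, cut at about 27% in these data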;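 also: 0% = DMSO wells and 100% = JAK Inhibitor I control wells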
# * = called active by the depositor; / = no result given. Not a hit list (roughly 7.1% active in at least one column).
structure	NPY1 pot ag	NPY Y1 blocker	S1P4 antag	p47phox inh	S1P4 agonist	NPY2 pot ag	Ba/F3 V617F tox	CHOP inhibitor	BaF3 parental
CC(C)(C)OC(=O)NCCCCCNC(=O)c1[nH]cnc1C(=O)N[C@@H](CCCCNC(=O)OC(C)(C)C)C(=O)OC(C)(C)C	0	3	10	/	-0.8	-10	1	4	1
COc1ccc(/C=C/c2nnc(NC(=O)CSc3ccc(C)cc3)s2)cc1	-22	/	4	-23	3.4	-4	1	16	-2
CC(=O)NC(=S)Nc1ccccc1F	1	-14	-1	5	-3.6	-13	-2	-12	2
Cn1c(=O)c2c(Nc3ccc(F)cc3)cc(=O)n(-c3ccccc3)c2n(C)c1=O	17	/	3	-8	-2.0	-10	-2	23	-1
CCCCn1c(=S)[nH]c2c(oc3ccc(Cl)cc32)c1=O	-19	7	-16	-14	-0.3	-10	3	-10	8
S=c1nc(-c2cc(Cl)ccc2Cl)[nH][nH]1	15	4	-10	4	-0.4	-2	-3	18	5
CCn1cc(CNC(=O)c2cc(COc3ccc(F)cc3Cl)on2)cn1	4	-2	0	-3	-0.2	6	-2	15	0
COc1cc(NC(=O)CSc2nc3ccccc3cc2C)c(C(=O)O)cc1OC	7	2	-1	-10	-0.2	-4	-1	-1	7
CCN1CCN(CCCNC(=O)c2cn(CCOC)c(=O)c3c2c2ccccc2n3C)CC1	13	4	-28	-7	0.6	11	-6	-2	0
CCCCOC(=O)c1nnc(-c2ccc(Cl)cc2)o1	-18	/	-10	-15	2.4	-8	-2	-6	3
CC(C)c1ccc(/C=C/C(=O)NCCC2=CCCCC2)cc1	-7	6	-23	-10	-1.0	-11	5	3	10
COc1ccc2nc(NC(C)=O)sc2c1	1	0	3	-4	-0.2	0	-4	-15	-1
COc1ccc2c(c1)nc(SCC(=O)C(C)(C)C)n2C	11	0	0	-8	-0.1	-4	-2	41	-2
O=C(OC1CCOC1=O)c1ccc(-c2nc3ccccc3s2)s1 (stereo not given)	-2	-3	10	-7	0.7	-1	-3	7	-1
CCn1c(CCC(=O)Nc2cc(F)ccc2C)nc2cc(S(=O)(=O)N(C)C)ccc21	-10	-1	-7	-7	-0.3	5	1	1	4
O=C(Nc1nc2c(s1)CN(Cc1ccccc1)CC2)C1CCCC1	11	-7	-3	-20	0.5	1	0	8	-1
COc1ccc(Nc2nnc(-c3ccc(C)cc3)c3ccccc23)cc1C(=O)N1CCCCC1	16	3	-8	-4	3.7	14	-2	41	0
Cc1[nH]c2ccccc2c(=O)c1CN(C)Cc1ccccc1	-11	-3	-13	-10	1.3	-10	1	25	4
CN1C(=O)CS/C1=N\NC(=O)COc1cccc2cccnc12	-6	-1	-5	2	0.4	3	-3	-2	1
CCOC(=O)c1ccccc1-c1cn2cc(Cl)ccc2n1	-7	3	-3	2	2.5	-2	-2	-11	7
Cc1ccccc1CSCC(=O)NC1CCCC1	-2	-2	13	-2	-1.5	11	-2	51	4
O=C(CNc1ccccc1)N/N=C/c1ccc2c(c1)OCCO2	-6	1	-5	9	2.8	8	1	26	6
CCC(=O)N1CCN(c2ccnc3cc(Cl)ccc23)CC1	-11	/	-1	6	1.1	-4	-1	14	-2
O=C(CCN1C(=O)c2ccccc2C1=O)Nc1ccc(-c2cn3ccsc3n2)cc1	14	-2	-17	0	1.6	-7	3	35	6
OC(CCN1CCOCC1)(c1ccc(Cl)cc1)C1CCCCC1 (stereo not given)	-20	11	-1	-2	-0.3	-18	3	80*	6
NC1=C(c2ccc(F)cc2)C(=O)CS1	6	2	-2	-10	0.5	10	-2	33	6
CC(C)=CCc1c(O)c(CC=C(C)C)c2c(c1O)C(=O)CC(c1ccc(O)cc1)O2 (stereo not given)	15	-2	-12	-24	-0.4	14	-3	101*	-7
CCOC(=O)c1cc(-c2ccc(C#N)cc2)nc2c1c(C)nn2CCC#N	-21	2	-11	-4	-1.8	4	-3	13	1
O=C1CCCC2=C1C(Cc1ccccc1)C1=C(CCCC1=O)O2	-14	-1	-5	-7	-0.3	-8	-1	-4	3
N#CC1=C(SCC(=O)Nc2nccs2)NC(=O)CC1c1ccccc1 (stereo not given)	-12	7	-2	-10	-2.9	-4	4	36	7
Cc1oc2c(CN3CCCC3)c(O)ccc2c(=O)c1-c1ccc(Br)cc1	11	-4	-9	/	-0.2	7	-3	/	0
C=CCOc1c(Cl)cc(C2NC(=O)NC(C)=C2C(=O)OC)cc1Cl (stereo not given)	-22	5	-17	-2	1.9	-9	-2	45	3
O=C(N/N=C/C=C/c1ccccc1)c1ccncc1	8	8	-4	-6	-0.1	-8	0	13	-1
Cc1cccc(-n2c(=S)[nH]c3c(oc4ccccc43)c2=O)c1	-8	1	-23	-8	0.5	8	2	-16	9
O=S(=O)(N1CCCCC1)n1c(Cc2ccccc2)nc2ccccc21	15	2	-2	-3	-0.4	22	-1	62	8
CCCN(CCC)CCNc1c(N2CCN(C(=O)OCC)CC2)c(=O)c1=O	-3	-2	-5	-7	0.2	1	-3	12	0
C/C(=C(/NC(=O)c1ccccc1)C(=O)O)c1ccco1	18	-3	12	-15	-0.2	6	-2	-4	3
COc1ccc(S(=O)(=O)N2CCOCC2)cc1Br	-18	2	-9	5	-1.6	-11	4	-18	5
CC(C)COCc1ccc(O)c2ncccc12	9	0	-17	4	-1.6	-1	-1	64	6
Cc1ccc(NS(=O)(=O)c2ccc(CCC(=O)N3CCCC3)cc2)cc1	7	-3	11	1	-1.2	-19	3	1	10

# A draw from above in order of molecular weight, largest number first.
structure	NPY1 pot ag	NPY Y1 blocker	S1P4 antag	p47phox inh	S1P4 agonist	NPY2 pot ag	Ba/F3 V617F tox	CHOP inhibitor	BaF3 parental
Cc1oc2c(CN3CCCC3)c(O)ccc2c(=O)c1-c1ccc(Br)cc1	11	-4	-9	/	-0.2	7	-3	/	0
CCCN(CCC)CCNc1c(N2CCN(C(=O)OCC)CC2)c(=O)c1=O	-3	-2	-5	-7	0.2	1	-3	12	0
Cc1ccc(NS(=O)(=O)c2ccc(CCC(=O)N3CCCC3)cc2)cc1	7	-3	11	1	-1.2	-19	3	1	10
C=CCOc1c(Cl)cc(C2NC(=O)NC(C)=C2C(=O)OC)cc1Cl (stereo not given)	-22	5	-17	-2	1.9	-9	-2	45	3
O=S(=O)(N1CCCCC1)n1c(Cc2ccccc2)nc2ccccc21	15	2	-2	-3	-0.4	22	-1	62	8
COc1ccc(S(=O)(=O)N2CCOCC2)cc1Br	-18	2	-9	5	-1.6	-11	4	-18	5
O=C1CCCC2=C1C(Cc1ccccc1)C1=C(CCCC1=O)O2	-14	-1	-5	-7	-0.3	-8	-1	-4	3
C/C(=C(/NC(=O)c1ccccc1)C(=O)O)c1ccco1	18	-3	12	-15	-0.2	6	-2	-4	3
O=C(N/N=C/C=C/c1ccccc1)c1ccncc1	8	8	-4	-6	-0.1	-8	0	13	-1
CC(C)COCc1ccc(O)c2ncccc12	9	0	-17	4	-1.6	-1	-1	64	6

# (continued)
structure	NPY1 pot ag	NPY Y1 blocker	S1P4 antag	p47phox inh	S1P4 agonist	NPY2 pot ag	Ba/F3 V617F tox	CHOP inhibitor	BaF3 parental
Cc1ccc(O)c(C(=O)CC(=O)c2cccc(F)c2)c1	-21	5	-14	-10	1.7	-4	0	108*	-1
CN(C(=O)COC(=O)c1cncc(Br)c1)C1CCS(=O)(=O)C1 (stereo not given)	16	-4	0	-1	0.4	9	-1	-6	4
O=C(CN1C(=O)c2ccccc2C1=O)Nc1nc(-c2cccc([N+](=O)[O-])c2)cs1	4	-4	-4	-8	0.0	13	-3	-4	-2
C/C(=N/NC(=O)COc1cc(C)ccc1C(C)C)C(=O)O	-4	11	-3	3	-0.4	-4	1	16	3
COc1cnn(-c2ccc(Br)cc2)c(=O)c1SCc1ccccc1	-13	4	-14	-20	0.9	-2	0	33	6
Cc1ccc(NC(=O)C(C)N=C2NS(=O)(=O)c3ccccc32)cc1F (stereo not given)	0	/	-9	-7	1.5	-5	1	-48	-2
Cc1cc(N2CCN(C)CC2)nc2ccc(NC(=S)NCCCN3CCN(C)CC3)cc12	-2	2	-20	-11	-0.1	-1	3	2	13
O=C(Cc1c(F)cccc1Cl)Nc1ncc([N+](=O)[O-])s1	10	-5	-4	-3	0.7	13	2	9	-2
N/C(=N\OC(=O)c1ccco1)c1cccc(Br)c1	9	7	-6	-6	-5.0	-6	-3	19	3
COC(=O)C1=NN(C(=O)c2cccc(Br)c2)C(O)(c2ccc(Cl)cc2)C1 (stereo not given)	-20	9	6	-21	0.2	-35	0	4	6
CN1CCC(N(C)C(=O)c2sc3cc(F)ccc3c2Cl)CC1	-12	0	-15	-8	1.5	-17	3	-3	11
Cc1nnc(SCc2ccccc2)n(N)c1=O	-3	0	9	2	5.6	6	-1	0	1
Cc1ccc(C(=O)Nc2nnc(-c3ccncc3)s2)o1	-5	-1	-12	/	1.4	12	6	/	12
COC(=O)c1ccc(S(=O)(=O)N2CCCCCC2)n1C	1	/	11	-3	-0.3	-32	-2	13	2
CCC(NC(=O)Nc1cc(OC)c(OC)c(OC)c1)(C(F)(F)F)C(F)(F)F	4	-2	-1	-7	0.6	-8	-2	-7	3
N#Cc1ccccc1NC(=O)CSC1=Nc2ccccc2C2CC=NN12 (stereo not given)	-8	7	-20	0	-0.6	-16	-1	7	2
CCC(=O)/C=C1/Sc2ccc(OC)cc2N1CCO	4	15	-6	-11	1.6	11	-3	-14	8
COC(=O)Nc1ccc(S(=O)(=O)N2CCCC(C(=O)N3CCN(C)CC3)C2)cc1 (stereo not given)	0	/	-7	-8	0.0	-19	0	5	-3
COc1ccc(C(C[N+](=O)[O-])c2c(C)cc3ccccn23)cc1 (stereo not given)	19	1	1	-7	0.3	4	-3	-35	5
COc1cccc(C(=O)N2CCN(S(=O)(=O)Cc3ccccc3)CC2)c1OC	-26	3	6	-1	0.1	-1	5	37	7
COc1cccc(Cn2cccc(NC(=O)Nc3ccccc3C)c2=O)c1	-4	3	-12	-1	1.9	0	0	27	12

# Source: PubChem
